Giardia killer: Small Molecules that selectively kill Giardia lamblia: qHTS. Giardia lamblia trophozoite viability. activity change, % at 7.66 µM, hits read low. 340,000 compounds, 0.15% hits. AID 540267, 2011; in the data active = activity change below about -80%; inconclusive = between about -30% and that limit;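 note: parasites exposed to compound for two days anaerobically before the ATP read; % is set by controls: 0 for no effect and ±100 for the full control effect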
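Viability, read as ATP luminescence: trophozoites at 100 cells/well, compound added, 48 hrs anaerobic at 37 deg C, then 15-30 min room-temperature development before reading.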
ELG1 genotoxic: qHTS screen for small molecules that induce genotoxicity in human embryonic kidney (HEK293T) cells expressing luciferase-tagged ELG1; AID 504466, 2011; HEK293T ELG1-luciferase reporter, luminescence, 16 h; Potency, µM (highest dose often 46 µM), without a hit: at the highest dose activity change, positive = activation, actives largely listed as activators; 330,000 compounds, 1.3% hits; note: potency is the fitted concentration of half-maximal effect; % of control where 0% means no effect; nearly all actives have a fitted effect of over 60% in size
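HEK293T cells expressing luciferase-tagged ELG1 were exposed to compound or DMSO vehicle for 16 hr at 37 °C and 5% CO2. Luciferase activity was then measured with ONE-Glo after 30 min at room temperature.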
NPC1 prom act: qHTS Assay for NPC1 Promoter Activators | Huh7 NPC1 promoter luciferase reporter, 24 h | Potency, µM (titrated, usually from 9.22 µM), for inactives: at the top dose activation, actives largely listed as activators | 320,000 compounds, 2.4% hits | AID 485313, 2010;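 note: potency is the fitted concentration of half-maximal effect; % of control where 0% means no effect; nearly all actives have a fitted effect of over 60% in size; reporter is driven by a mutant NPC1 promoter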
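Readout is luciferase luminescence, reflecting NPC1 promoter activation in stably transfected Huh7 cells after 24 h compound exposure at 37 °C in reduced-serum medium with 10% FBS.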
p53 reactivation: qHTS assay for re-activators of p53 using a Luc reporter; Potency, µM (series often up to 92.2 µM), for the others: at the highest dose activity change, positive = activation, most hits filed as activators; 320,000 compounds, 0.063% hits; H1299 p53-A138V BP100-luciferase reporter, luminescence, 24 h; note: potency is the fitted concentration of half-maximal effect; % of control where 0% means no effect; nearly all actives have a fitted effect of over 45% in size
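H1299 (p53-null), stable ts p53-A138V + BP100-Luc; 1000 cells/well, Opti-MEM/10% FBS; cpd 4 pt, 1:5; 24 h, 37 deg C, 5% CO2; detection reagent 10 min RT; luminescence.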
RORg inh: qHTS for inhibitors of ROR gamma transcriptional activity; Potency, µM (highest dose often 53.6 µM), for inactives: at the highest dose activity change, negative = inhibition, actives largely listed as inhibitors; Drosophila S2 Gal4-RORgamma UAS-luciferase reporter, 20 h; Nuclear receptor ROR-gamma (Mus musculus), P51450; 310,000 compounds, 5.4% hits; note: potency is the fitted concentration of half-maximal effect; % is set by controls: 0 for no effect and ±100 for the full control effect; nearly all actives have a fitted effect of over 60% in size
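Using a luciferase readout, inhibitors were identified by reduced reporter activity in Drosophila cells coexpressing a copper-inducible Gal4–ROR gamma fusion and UAS-driven Photinus luciferase, incubated 20 hr after 700 uM copper sulfate.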
FLuc counter: qHTS profiling assay for firefly luciferase inhibitor/activator using purifed enzyme and Km concentrations of substrates (counterscreen for miR-21 project). purified FLuc, Km substrates, luminescence inhibition. Potency, µM (series often up to 57.5 µM), for inactives: at the top dose activity change, negative = inhibition, usual class: inhibitors. 360,000 compounds, 6.9% hits. Luciferin 4-monooxygenase (Photinus pyralis), P08659;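 note: potency is the fitted concentration of half-maximal effect; plate controls were vehicle for no effect and reference inhibitor for full effect; nearly all actives have a fitted effect of over 55% in size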
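Purified P. pyralis luciferase, 10 nM final, with Km-level 10 uM D-luciferin and 10 uM ATP in 50 mM Tris acetate pH 7.5, 10 mM Mg acetate, 0.01% Tween-20, 0.05% BSA; 6-point qHTS titration about 60 µM downward; luminescence read.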
BRCA1 expr up: qHTS Assay to Identify Small Molecule Activators of BRCA1 Expression; Potency, µM (titrated, usually from 46.1 µM), for inactives: at the highest dose activation, hits mostly activators; 380,000 compounds, 1.1% hits; MCF7-BRCA1-FFLuc reporter, luminescence, 48 h; response scale: scaled: vehicle 0%, 10 µM genistein 100%; AID 624202, 2012; note: potency is the fitted concentration of half-maximal effect; nearly all actives have a fitted effect of over 80% in size; some results filed as inactive show a strong effect at the top dose
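Compounds are tested at multiple concentrations on MCF7 BRCA1-luciferase reporter cells seeded at 2000 per well; after 48 h, a single luminescence end-point is taken and curves fitted to the normalized data.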
PKM2 activator: qHTS Assay for Activators of Human Muscle isoform 2 Pyruvate Kinase | Pyruvate kinase PKM (Homo sapiens), P14618 | purified PKM2, Kinase-Glo ATP luminescence, activation; response scale: 0% is enzyme alone, no compound | Potency, µM (series often up to 57.5 µM), for inactives: at the top dose activation, hits mostly activators | 260,000 compounds, 0.34% hits; note: potency is the fitted concentration of half-maximal effect; % is set by controls: 0 for no effect and ±100 for the full control effect; nearly all actives have a fitted effect of over 55% in size
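Purified hPK-M2 (>95%) run at intermediate activity with 0.1 mM ADP and 0.5 mM PEP in 50 mM imidazole pH 7.2, KCl, MgCl2; 1 h room temperature. ATP formed read by Kinase-Glo luminescence; normalized to uninhibited and no-enzyme controls.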
Rab9 promoter act: qHTS Assay for Rab9 Promoter Activators; Huh7 Rab9 promoter-luciferase reporter, luminescence, 24 h; Potency, µM (series often up to 9.22 µM), without a hit: at the top dose activation, negative = inhibition, hits mostly activators; 320,000 compounds, 2.8% hits; AID 485297, 2010; note: potency is the fitted concentration of half-maximal effect; % of control where 0% means no effect; nearly all actives have a fitted effect of over 60% in size
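Cells were plated at 1500 per well in reduced-serum medium with 10% FBS and left 2 h. Compound in DMSO was then added for 24 h at 37 °C. Reporter signal was read by luminescence after 10 min with luciferase detection reagent.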
VP16 counter: VP16 counterscreen qHTS for inhibitors of ROR gamma transcriptional activity; Drosophila S2 Gal4-VP16 UAS-luciferase, luminescence, 20 h; Potency, µM (top dose mostly 53.6 µM), without a hit: top-dose activity, negative = inhibition, most hits filed as inhibitors; 310,000 compounds, 3.5% hits;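 note: Gal4-VP16 expression switched on by copper sulfate through the metallothionein promoter; potency is the fitted concentration of half-maximal effect; % is set by controls: 0 for no effect and ±100 for the full control effect; nearly all actives have a fitted effect of over 50% in size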
Menin MLL FP TR: qHTS Assay for Inhibitors Targeting the Menin-MLL Interaction in MLL Related Leukemias: Competition With Texas Red Labeled MLL-derived Mutant Peptide; O00255; Menin + Texas Red MLL mutant peptide, fluorescence polarization; Potency, µM (highest dose often 61.6 µM), inactives show at the highest dose FP activity change, negative = inhibition, hits mostly inhibitors; 270,000 compounds, 0.23% hits; AID 1768, 2009; active = well fitted inhibition curve with a large enough effect in the polarisation, with a control signal flat, not every such curve was filed as active; inconclusive = small, poorly fitted or top-dose-only effect, or effect the other way, or a change in a side signal; inactive = no such curve, though single readings can be large or run the other way; the % refers to the polarisation; note: potency is the fitted concentration of half-maximal effect; % of control where 0% means no effect; many of its hits are not listed in these tables
Target sequence (O00255 whole entry, looked up): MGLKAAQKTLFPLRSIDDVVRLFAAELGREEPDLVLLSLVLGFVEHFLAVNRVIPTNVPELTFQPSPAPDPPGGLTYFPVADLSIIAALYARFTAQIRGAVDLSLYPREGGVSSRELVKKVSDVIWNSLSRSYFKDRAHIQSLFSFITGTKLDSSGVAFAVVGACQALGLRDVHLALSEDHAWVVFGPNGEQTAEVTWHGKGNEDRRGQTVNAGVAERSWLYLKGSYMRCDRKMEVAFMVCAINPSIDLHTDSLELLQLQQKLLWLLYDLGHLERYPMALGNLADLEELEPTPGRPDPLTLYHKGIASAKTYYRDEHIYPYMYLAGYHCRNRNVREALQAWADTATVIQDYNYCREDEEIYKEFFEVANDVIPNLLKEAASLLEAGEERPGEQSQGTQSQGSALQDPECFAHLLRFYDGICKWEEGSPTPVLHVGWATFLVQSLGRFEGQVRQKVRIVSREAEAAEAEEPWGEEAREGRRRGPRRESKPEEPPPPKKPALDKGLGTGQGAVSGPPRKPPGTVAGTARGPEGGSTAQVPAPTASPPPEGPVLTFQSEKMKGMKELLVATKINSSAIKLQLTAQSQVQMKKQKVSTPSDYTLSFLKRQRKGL
An asterisk follows results filed as active; ? = inconclusive; / = no result given; [ ] = remark or other dose. Unless noted, calls come from the whole dose curve; as a rule, active = well fitted curve in the direction sought with a large enough effect; inconclusive = small, poorly fitted or top-dose-only effect, or another doubt; inactive = no such curve, though single readings can be large; an effect the other way counts as inactive or inconclusive.

1. O=C(COc1ccc2c3c(c(=O)oc2c1)CCC3)N1CCN(c2ccccc2)CC1
2. O=C(N/C(=C\c1ccc(F)cc1)C(=O)N1CCOCC1)c1ccccc1
3. CCC(C)C(=O)Nc1nnc(SCC(=O)N2C(C)CCCC2C)s1 (configuration not stated)
4. OCCN(CCO)c1ncnc2c1oc1ccc(Br)cc12
5. C=CCn1c(C)cc(C(=O)CSc2nc3ccccc3c(=O)[nH]2)c1C
6. CC(C)OP(=O)(OC(C)C)C(NC(=O)c1cccc([N+](=O)[O-])c1)C(N)=O (configuration not stated)
7. Cc1cccc(NC(=O)C2COc3ccccc3O2)n1 (configuration not stated)
8. COc1cc(-c2noc(C)c2-c2ccc3[nH]ccc3c2)cc(OC)c1OC

assay / entry	1	2	3	4	5	6	7	8
RORg inh	20%	?	10%	30%	-16%	-4%	22%	?
p53 reactivation	-7%	-3%	-2%	-14%	45%	0%	5%	3%
BRCA1 expr up	2%	1%	-5%	-1%	?	-12%	37%	-82%
FLuc counter	?	-2%	2%	-6%	9.5µM*	1%	?	-1%
ELG1 genotoxic	-1%	-2%	-6%	8%	2.9µM*	?	7%	17%
Rab9 promoter act	2%	-2%	0%	28%	0.79µM*	-1%	20%	-14%
Giardia killer	15	6	-2	11	-18	0	5	-2
NPC1 prom act	1%	0%	-3%	23%	?	-1%	30%	-25%
PKM2 activator	/	/	-4%	-10%	-1%	0%	6%	1%
VP16 counter	18%	2%	-1%	2%	?	-4%	21%	12%
Menin MLL FP TR	/	0%	-8%	-24%	-11%	-3%	/	?

9. CCOC(=O)c1ccc(NC(=O)c2cc(S(=O)(=O)N3CCOCC3)ccc2O)cc1
10. Cc1c(NC(=O)c2ccc3c(c2)OCO3)cccc1-c1nc2ncccc2o1
11. COc1ccc(-n2ncc3c(N4CCC(C)CC4)ncnc32)cc1
12. O=c1nc2n(Cc3ccccc3)c3ccccc3cc-2c(=O)[nH]1
13. Cc1cc(=O)oc2cc(OC(C)C(=O)Nc3ccc(N4CCCCC4)cc3)ccc12 (configuration not stated)
14. O=[N+]([O-])c1ccc(/C=N/NC(=S)Nc2ccccc2F)o1
15. CCOCCCNC(=O)CN1N=C(c2ccc(C)cc2)CCC1=O
16. CC1CCC(NC(=O)CN(C)S(=O)(=O)c2cnc[nH]2)CC1 (configuration not stated)

assay / entry	9	10	11	12	13	14	15	16
RORg inh	?	-34%	8.9µM*	-29%	37%	7.1µM*	-10%	1%
p53 reactivation	8%	-1%	5%	-10%	-3%	33%	-3%	-3%
BRCA1 expr up	-34%	0%	?	/	-12%	8%	0%	14%
FLuc counter	15µM*	?	0.54µM*	0%	-4%	?	3%	-4%
ELG1 genotoxic	-18%	3%	0.26µM*	0%	0%	7%	0%	6%
Rab9 promoter act	-2%	-1%	0.1µM*	-4%	2%	-1%	-1%	-2%
Giardia killer	6	5	?	/	22	-16	10	-14
NPC1 prom act	0%	-2%	0.11µM*	0%	-1%	1%	-1%	1%
PKM2 activator	-7%	-5%	-3%	-9%	-1%	15%	/	-6%
VP16 counter	0%	-20%	?	1%	-5%	7.9µM*	0%	2%
Menin MLL FP TR	14%	0%	2%	8%	/	-7%	-14%	2%

17. NC(=O)CSc1nnc(CSc2ncccn2)n1-c1ccccc1
18. COc1cccc(NC(=O)Cc2nnc(SCC(=O)NC3CCCCC3)n2C)c1
19. CCOC(=O)c1c(NC(=O)C(Sc2ccccc2)c2ccccc2)sc(C(N)=O)c1C (configuration not stated)
20. Brc1ccc(-c2ccc(CNCc3ccccn3)o2)cc1
21. Brc1ccc(-c2csc(N3CCCCCC3)n2)cc1
22. CCOc1cc(-c2sc(Nc3ccc(CC)cc3)n[n+]2-c2ccccc2)ccc1OC
23. CC1CCC2C(=O)N(c3cc(Cl)ccc3OC(=O)c3ccco3)C(=O)C2C1 (configuration not stated)
24. COc1ccc(C(=O)Nc2nc3ccc(OC)cc3s2)cc1

assay / entry	17	18	19	20	21	22	23	24
RORg inh	26%	-4%	23%	?	11µM*	/	-16%	1.4µM*
p53 reactivation	1%	4%	-5%	4%	?	5%	-1%	-57%[inhibitor]
BRCA1 expr up	12%	-2%	-43%	82%	?	-26%	-18%	2.2µM*
FLuc counter	-2%	-5%	-1%	15µM*	8.5µM*	1%	-1%	1.7µM*
ELG1 genotoxic	6%	2%	-4%	3%	7%	-1%	0%	?
Rab9 promoter act	1%	7%	-2%	3%	-15%	-5%	-2%	?
Giardia killer	17	-16	0	45[activator]	19	-2	-10	-5
NPC1 prom act	-3%	1%	-7%	24%	-8%	-4%	-1%	2.5µM*
PKM2 activator	2%	/	2%	1%	-3%[11.5 µM]	/	2%	0%
VP16 counter	-6%	4%	-13%	?	?	/	0%	4.5µM*
Menin MLL FP TR	15%	-29%	-10%	-18%	-2%	/	-6%	?

25. N/C(=N\OCc1ccc([N+](=O)[O-])cc1)c1ccccn1
26. Cc1oc2cc(O)ccc2c(=O)c1-c1nncn1-c1ccccc1
27. CC(C)NC(=O)C1CCN(C2CCN(CC3CC=CCC3)CC2)CC1 (configuration not stated)
28. C=C1CC(C)OC(c2ccccc2OCC(O)CN2CCCCC2)C1 (configuration not stated)
29. CC(Sc1nncn1C)C(=O)Nc1ccccc1-c1ccccc1 (configuration not stated)
30. O=C(NCCN1CCCCCC1)C1CCC(CNS(=O)(=O)c2cccc3cccnc23)CC1 (configuration not stated)
31. COc1ccc(CCNc2nc(-c3cccnc3)cs2)cc1OC
32. COc1ccccc1NC(=O)NNC(=O)COc1ccc2ccccc2c1
33. Cc1ccc(OCCSc2cc(C)nc(N)n2)cc1
34. COC(=O)CCC(=O)N1CCCC(CO)(Cc2ccccc2)C1 (configuration not stated)

assay / entry	25	26	27	28	29	30	31	32	33	34
RORg inh	1.6µM*	-1%	21%	-7%	-7%	9%	?	3%	27%	24%
p53 reactivation	-8%	2%	3%	-9%	5%	0%	-4%	-8%	1%	18%
BRCA1 expr up	?	1%	-8%	-18%	9%	0%	-43%	17%	93%	?
FLuc counter	0.38µM*	-3%	-1%	-3%	2%	-1%	12µM*	1%	?	15µM*
ELG1 genotoxic	0.082µM*	-2%	-5%	-2%	0%	1%	-10%	4%	5%	21µM*
Rab9 promoter act	?	-4%	1%	-2%	-2%	-2%	3%	0%	6%	?
Giardia killer	?	-15	8	2	30	-17	-11	0	-4	11
NPC1 prom act	?	0%	-2%	0%	-1%	1%	2%	-2%	-8%	?
PKM2 activator	-30%	?	0%	-11%	2%	6%	-5%	3%	0%	-5%
VP16 counter	2.5µM*	-8%	-1%	-9%	-1%	-9%	-20%	-12%	?	3%
Menin MLL FP TR	-2%	-2%	0%	-3%	0%	-10%	-13%	/	0%	7%

Molecules shown so far that have fluorine (2):
2. O=C(N/C(=C\c1ccc(F)cc1)C(=O)N1CCOCC1)c1ccccc1
14. O=[N+]([O-])c1ccc(/C=N/NC(=S)Nc2ccccc2F)o1

assay / entry	2	14
RORg inh	?	7.1µM*
p53 reactivation	-3%	33%
BRCA1 expr up	1%	8%
FLuc counter	-2%	?
ELG1 genotoxic	-2%	7%
Rab9 promoter act	-2%	-1%
Giardia killer	6	-16
NPC1 prom act	0%	1%
PKM2 activator	/	15%
VP16 counter	2%	7.9µM*
Menin MLL FP TR	0%	-7%

High-throughput results from PubChem BioAssay.

Some of the compounds tested (hit frequency here may not be typical).
